TEAD-YAP inh: TEAD-YAP interaction inhibition, primary screen, TEAD-YAP interaction inhibitor project, luminescence, HEK-TIYL cells; TEAD-Gal4/YAP UAS-luciferase luminescence; inhibition, % at 9.12 µM; 1.4% of 640,000 active; AID 1259422, 2018; in the data active means inhibition above about 32%;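 further: 0% = median of test compound wells and 100% = reference inhibitor wells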
FBW7 act: FBW7 E3 ligase activators, primary screen, biochemical, AlphaScreen, human; 0.13% of 650,000 active; normalized activity (activation), % at 26.1 µM; F-box/WD repeat-containing protein 7 (Homo sapiens), Q969H0; AID 1259310, 2017; AlphaScreen FBW7–phospho-cyclin E peptide binding, activator screen; in the data active means normalized activity above about 1.9%;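 further: purified mutant Fbw7 with reduced substrate affinity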
Target sequence (Q969H0 whole entry, looked up): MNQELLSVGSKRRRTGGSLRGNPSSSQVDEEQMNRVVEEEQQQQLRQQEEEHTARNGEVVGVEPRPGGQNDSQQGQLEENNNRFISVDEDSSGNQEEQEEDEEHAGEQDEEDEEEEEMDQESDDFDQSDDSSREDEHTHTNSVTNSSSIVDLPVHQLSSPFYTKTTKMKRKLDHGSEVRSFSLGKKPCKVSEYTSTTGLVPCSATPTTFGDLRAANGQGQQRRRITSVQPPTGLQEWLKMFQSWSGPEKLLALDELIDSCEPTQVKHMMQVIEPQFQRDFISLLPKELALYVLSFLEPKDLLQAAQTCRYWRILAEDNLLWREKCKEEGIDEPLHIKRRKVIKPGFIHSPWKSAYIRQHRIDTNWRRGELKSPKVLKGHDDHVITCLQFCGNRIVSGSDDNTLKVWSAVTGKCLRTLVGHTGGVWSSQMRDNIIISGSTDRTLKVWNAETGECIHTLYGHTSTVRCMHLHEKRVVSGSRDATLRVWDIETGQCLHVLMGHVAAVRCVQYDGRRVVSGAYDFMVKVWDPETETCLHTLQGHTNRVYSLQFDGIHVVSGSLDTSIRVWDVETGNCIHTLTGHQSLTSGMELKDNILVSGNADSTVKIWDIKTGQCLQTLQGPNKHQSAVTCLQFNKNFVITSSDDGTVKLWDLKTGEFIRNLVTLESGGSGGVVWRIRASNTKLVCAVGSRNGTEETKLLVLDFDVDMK
GPR151 ag: activators of human GPR151, primary screen, cell-based, PathHunter beta-arrestin, luminescence. PathHunter beta-arrestin GPR151 cells. G-protein coupled receptor 151 (Homo sapiens), Q8TDV0. AID 1508602, 2020. 1% of 650,000 active. activation, % at 11.2 µM; in the data active means activation above about 4.9%;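 further: 0% = median of compound wells and 100% = cells with positive control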
Target sequence (Q8TDV0 whole entry, looked up): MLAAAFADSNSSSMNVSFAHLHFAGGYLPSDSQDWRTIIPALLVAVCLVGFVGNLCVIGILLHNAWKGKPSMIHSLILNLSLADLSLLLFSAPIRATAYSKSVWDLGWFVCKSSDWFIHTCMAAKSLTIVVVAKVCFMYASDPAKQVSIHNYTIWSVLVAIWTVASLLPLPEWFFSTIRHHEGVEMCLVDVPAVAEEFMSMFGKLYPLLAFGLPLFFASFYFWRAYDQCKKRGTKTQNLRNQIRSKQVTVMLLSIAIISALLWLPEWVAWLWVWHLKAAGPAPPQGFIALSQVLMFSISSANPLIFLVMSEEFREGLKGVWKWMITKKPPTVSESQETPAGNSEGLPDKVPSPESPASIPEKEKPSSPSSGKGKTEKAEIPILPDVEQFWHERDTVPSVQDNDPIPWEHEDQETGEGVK
MITF primary: MITF inhibitors, primary screen, biochemical, AlphaScreen, human. Microphthalmia-associated transcription factor (Homo sapiens), O75030. 0.91% of 650,000 active. AlphaScreen MITF homodimerization, bead proximity signal. AID 1259374, 2018. inhibition, % at 2.6 µM; in the data active means inhibition above about 50%;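 further: 0% = vehicle wells with protein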
* = called active by the depositor.

SMILES	TEAD-YAP inh	FBW7 act	GPR151 ag	MITF primary
CC1=C(C(=O)OCC(C)C)C(c2ccccc2)C2=C(CC(c3ccccc3)CC2=O)N1 (centres undefined)	16	0.1	-0.3	-17
Cc1ccc(-n2nc3cc(C)c(NC(=O)c4ccc(Br)cc4)cc3n2)cc1	-18	-0.1	1.0	3
Cc1cc(=O)[nH]c(SCC(=O)c2ccc(Br)cc2)n1	-13	-0.1	-1.2	26
CCOc1ccc(NC(=O)CN2CCN(CC)C(=O)C2=O)cc1	12	-0.1	-0.8	-1
CCCOc1ccc(/C=c2\sc3nc(-c4ccc(C)cc4)nn3c2=O)cc1	-11	0.1	-1.1	8
N/C(=N\c1nc(C(F)(F)F)cc(C(F)(F)F)n1)Nc1ccc([N+](=O)[O-])cc1	15	-0.1	-0.6	-4
O=C(Nc1ccc(Cl)c([N+](=O)[O-])c1)c1cnccn1	-11	0.2	0.9	11
Cc1ccnn1CCC(=O)N1CCCC1c1nc2ccccc2[nH]1 (centres undefined)	-4	-0.2	-0.5	-9
Cc1csc(NC(=O)CCNS(=O)(=O)c2cc(Br)cnc2N)n1	1	-0.1	-0.3	-5
O=C(CNC(=O)C12CC3CC(CC(C3)C1)C2)OCc1nc2ccc(Cl)cc2n1CCO	-3	0.0	1.1	-10
COC(=O)c1cc(N2C(=O)C3C(C2=O)C2(C)C=CC3(C)O2)ccc1Cl (centres undefined)	2	0.0	-1.0	3
O=C(NC1(C(F)(F)F)C(=O)Nc2c1c(=O)[nH]c(=O)n2-c1ccc(F)cc1)c1ccncc1 (centres undefined)	-2	0.1	0.6	24
COc1ccc(CNC(=O)CC(c2ccc(OC)cc2)N2Cc3ccccc3C2=O)cc1 (centres undefined)	-2	0.1	-0.2	2
COC(=O)c1c(NC(=O)COc2ccccc2)sc(C(=O)Nc2ccccc2)c1C	-26	0.1	1.7	2
Nc1nnc(CCc2nnc(N)s2)s1	9	0.0	0.4	12
Cc1ccccc1-n1nc2c(c1NC(=O)C(C)C)CS(=O)C2 (centres undefined)	3	-0.1	-1.3	-6
CCOC(=O)c1cc(-c2nnc(-c3ccccc3C)o2)c(C)nc1C	-1	0.0	4.4	-4
CCc1nnc(NS(=O)(=O)c2ccc(NC(=O)c3ccccc3OC)cc2)s1	-13	0.0	-1.0	-4
COc1cc(OC)cc(C(=O)c2ccc(C(=O)Nc3ccccc3C(N)=O)cc2)c1	21	0.0	2.3	5
CC(=O)c1ccc(N(CC(=O)NC(C)(C)C)C(=O)CNC(=O)c2cccs2)cc1	5	0.3	-0.5	5
CCCCCCc1c(C)c2ccc(OCc3ccc(Cl)cc3)cc2oc1=O	5	-0.1	0.9	-3
COc1cc(/C=C2/NC(=O)NC2=O)cc(Br)c1OCc1ccc(F)cc1	-1	0.1	1.5	-2
Cc1nc(C)c(C(=O)Nc2ccccc2NC(=O)c2cccs2)s1	-4	-0.2	1.2	-9
O=C(c1nn2c(c1Br)NC(c1cccs1)CC2C(F)(F)F)N1CCCC1 (centres undefined)	4	0.5	-0.9	3
CC(C)C(=O)NCCn1ccc2ccccc21	0	0.7	2.8	1

Looked up above:
CC(C)C(=O)NCCn1ccc2ccccc21 in TEAD-YAP inh shows 0
N/C(=N\c1nc(C(F)(F)F)cc(C(F)(F)F)n1)Nc1ccc([N+](=O)[O-])cc1 in GPR151 ag shows -0.6
COC(=O)c1c(NC(=O)COc2ccccc2)sc(C(=O)Nc2ccccc2)c1C in MITF primary shows 2
CCCCCCc1c(C)c2ccc(OCc3ccc(Cl)cc3)cc2oc1=O in TEAD-YAP inh shows 5
Nc1nnc(CCc2nnc(N)s2)s1 in MITF primary shows 12
Cc1ccc(-n2nc3cc(C)c(NC(=O)c4ccc(Br)cc4)cc3n2)cc1 in MITF primary shows 3
Cc1ccccc1-n1nc2c(c1NC(=O)C(C)C)CS(=O)C2 (centres undefined) in GPR151 ag shows -1.3

The list goes on:
SMILES	TEAD-YAP inh	FBW7 act	GPR151 ag	MITF primary
CCCCc1ccc(NC(=O)CN2CCN(CC)C(=O)C2=O)cc1	6	-0.3	-0.9	-3
CCN1C(=O)CS/C1=N\S(=O)(=O)c1ccc(C)cc1	-1	0.0	0.9	-8
COc1ccnc(N2CCC(Oc3ccc(-c4ccc(N(C)C)nc4)cc3)CC2)n1	61*	-0.4	0.8	0
CN1C(=O)C2(c3ccccc31)C(C(=O)Nc1cccc(C(F)(F)F)c1)CC1CCCN12 (centres undefined)	-2	0.1	-2.3	7
CCOC(=O)c1cccc(Nc2cc(C)nc3c(OC)cccc23)c1	1	-0.1	-0.9	7
Cc1cnc(Nc2ccc(N3CCOCC3)cc2)nc1N	2	0.0	-1.7	12
CC1(C)C(=O)OC(C(=O)c2ccccc2)C(C)(C)C1=O (centres undefined)	-4	-0.4	2.1	13
C/C(=N\Nc1ccccc1)c1cc(=O)n(-c2ccccn2)c(C)c1C(=O)Nc1ccccn1	-18	-0.1	0.1	3
CSc1nccn1C(=O)c1ccccc1[N+](=O)[O-]	1	-0.6	0.1	-9
CC(=O)Nc1ccc(NC(=O)c2cncc(-c3ccc(C(=O)NC4CC4)cc3)c2)cc1	-11	-0.1	-1.0	-7
Cc1cc(/C=C2\NC(=O)NC2=O)c(C)n1-c1ccc(N2CCOCC2)cc1	21	0.4	-0.9	22
Clc1ccc(Nc2nc(-c3ccccc3)c3ccccc3n2)cc1	-8	-0.1	-0.2	-9
COC(=O)C1=CN(C2CCCCC2)C=C(C(=O)OC)C1c1ccc(Cl)cc1	4	0.2	-1.1	16
O=C(c1cccc(C(F)(F)F)c1)N1CCc2cc(Br)ccc21	5	0.3	-1.5	-14
CC(C)Cn1c(=O)c2sccc2n2c(CCCC(=O)N3CCN(c4ccccc4F)CC3)nnc12	1	-0.1	0.2	5
O=S(=O)(c1ccc(F)cc1)N1CCN(C2CCCC2)CC1	-2	0.0	2.8	37
COc1cccc(/C=C2\SC(N)=NC2=O)c1OCc1ccccc1	-4	0.1	-1.2	10
COc1ccccc1C(=O)Nc1ccc2nc(SCc3ccc(I)cc3)sc2c1	5	-0.1	1.0	7
Cc1ccc(S(=O)(=O)N(CC(=O)N2CCCC2)c2ccccc2Cl)cc1	2	-0.1	2.1	-6
O=C(c1ccccc1)N1CCCC2CCCC21 (centres undefined)	-9	1.1	0.5	18
COc1ccc(OC)c(C2=NS(=O)(=O)N(C)C(C(=O)Nc3ccc(C(C)=O)cc3)=C2)c1	10	0.1	-0.8	6
CCOC(=O)c1c(NC(=O)Cc2cccs2)sc(C(=O)N2CCOCC2)c1C	0	0.0	1.4	0
Cc1cc(Br)ccc1NC(=O)CN1C(=O)c2ccccc2C1=O	9	-0.2	-0.9	4
CC(C)COC(=O)NCc1ccc2c(c1)OCO2	-16	0.1	-1.6	10
Cc1ccc2c(c1)N(CCC(=O)NC1CCCCC1)C(=O)CO2	-19	0.0	0.9	7

Later entries:
SMILES	TEAD-YAP inh	FBW7 act	GPR151 ag	MITF primary
O=C(NCCCO)/C(=C\c1ccco1)NC(=O)c1ccc(Br)cc1	9	-0.2	-0.9	6
CC(=O)Nc1cccc(-c2ccc3c(-c4ccc(N5CCN(C)CC5)cc4)[nH]nc3n2)c1	-38	0.0	-0.8	4
CCCCCOC(=O)c1c(C)oc2ccc(NS(=O)(=O)c3ccc(F)cc3)cc12	3	0.1	0.3	10
CCOc1ccc(C(=O)Nc2ccc3oc(-c4cccc(F)c4)nc3c2)cc1[N+](=O)[O-]	2	0.0	2.2	12
CCCCSc1nnc(CNC(=O)c2ccco2)n1-c1ccc(Cl)c(Cl)c1	0	0.2	1.2	4
Oc1cccc(/C=N\Nc2nncc(-c3ccccc3)n2)c1	-11	-0.1	1.3	13
Cc1ccc(C)c(NNC(=O)C(=O)NNc2cc(C)ccc2C)c1	-2	-0.2	1.0	51*
COc1cccc(NC(=O)C2CCC(CNc3c(N4CCCC4)c(=O)c3=O)CC2)c1 (centres undefined)	6	-0.2	-1.0	-11
O=C(c1ccccc1)N(Cc1ccccc1F)OCc1ccccc1F	-23	0.3	0.5	7
CC(=O)NNC(=O)C12CC3CC(C1)CC(c1ccc(C)cc1)(C3)C2	-3	0.0	-0.1	-4
CC(=O)c1ccc(NC(=S)N2CCC(O)CC2)cc1	1	0.1	0.2	7
Cc1ccc(Cl)c(OCC(O)Cn2c(C(C)C)nc3ccccc32)c1 (centres undefined)	-6	0.0	-0.7	12
O=C(CCCn1cnc(-c2ccc(F)cc2)cc1=O)Nc1cnc2ccccc2c1	-2	-0.1	-1.6	9
CCCCCC(=O)NNC(=O)c1ccc([N+](=O)[O-])cc1	-2	-0.1	-0.1	-4
OCCCNc1cc(-c2ccccc2)nc(-c2ccccn2)n1	78*	-0.8	1.1	22
COc1ccc(C2=NS(=O)(=O)N(C)C(C(=O)N3CCCCC3)=C2)cc1	-9	0.2	-1.6	0
COc1ccc(CCNC(=O)C(=O)c2c(-c3ccccc3)cc3ccccn23)cc1OC	6	-0.1	-0.1	2
CCOC(=O)C1=C(C)N=c2s/c(=C/c3cc(I)c(O)c(OC)c3)c(=O)n2C1c1cc(OC)ccc1OC (centres undefined)	2	0.3	2.3	11
CCOc1ccc(C2NC(=O)NC(C)=C2C(=O)OC(C)C)cc1 (centres undefined)	-2	0.0	-0.3	12
COc1ccc(CCc2nnc(CCC(=O)NCC3CCCO3)o2)cc1 (centres undefined)	2	0.0	0.5	2
Cc1sc2ncn(CC(=O)N3CCN(c4ccc([N+](=O)[O-])cc4)CC3)c(=O)c2c1C	0	0.0	0.3	0
COCC(C)NC(=O)NC(=O)c1ccc(Cl)cc1 (centres undefined)	-16	0.1	-0.3	10
CC1(C)CC(=O)C=C(Nc2ccccc2NC(=O)c2cnccn2)C1	10	0.0	1.1	5
CCOC(=O)C1=C(c2ccccc2)NC(=S)NC1c1cc(OC)c(OC)cc1Cl (centres undefined)	-4	0.1	-0.3	19
Cc1c(NC(=O)c2ccc(F)cc2)ccc([N+](=O)[O-])c1C	-16	-0.3	-1.4	-10

Next records follow:
SMILES	TEAD-YAP inh	FBW7 act	GPR151 ag	MITF primary
c1cncc(-c2nc(-c3ccncc3)ncc2-c2ccncn2)c1	3	0.1	-1.3	8
CN(CC(=O)NC1CCCCC1)S(=O)(=O)c1cnc[nH]1	4	0.1	0.0	12
O=C(NN1C(=O)c2ccccc2NC1c1ccc(Cl)cc1Cl)c1ccc(Br)cc1 (centres undefined)	5	-0.1	-0.2	4
CC1CN(C(=O)c2ccccc2)C(C)CC1O (centres undefined)	-3	1.0	-0.5	13
Cc1cnc(CNC2CCN(c3ccc(NC(=O)c4ccccc4F)cc3)CC2)cn1	-2	0.1	-1.1	9
CSc1nc(N)nc(SCC(=O)c2ccc(C)cc2)c1C#N	-28	0.0	-0.2	-3
CC(=O)NNC(=S)NC(=O)c1ccc(Br)cc1	-7	-0.4	1.0	6
C=CCOc1ccc(C=C2C(=O)OC(C)(C(C)(C)C)OC2=O)cc1 (centres undefined)	3	0.0	-0.5	3
O=C1S/C(=C\c2ccc(I)o2)C(=O)N1c1ccccc1	3	-0.1	1.4	5
CC(Oc1cc(F)ccc1[N+](=O)[O-])C(=O)N1CCc2ccccc21 (centres undefined)	-1	0.3	-1.7	9
Clc1nc(SCc2ccccc2)nc2ccccc12	-1	0.0	-0.2	5
COc1ccc(OC)c(Nc2nc(-c3c(C)nc4cc(C)ccn34)cs2)c1	-6	-0.1	-0.1	6
CCN(CCCNC(=O)CCn1c(=O)[nH]c2ccsc2c1=O)c1ccccc1	2	0.0	-0.9	5
O=C(Cn1c2ccccc2c2cn[nH]c(=O)c21)NCc1ccc2c(c1)OCO2	8	-0.2	0.5	2
COc1cccc(CN2CCN(Cc3ccc(C(F)(F)F)cc3)CC2)c1OC	-6	-0.3	0.3	78*
Cc1sc2c(c1C)c(=O)n(-c1ccc(F)cc1)c(=O)n2CC(=O)NCc1ccco1	9	-0.1	1.5	7
COc1cccc(S(=O)(=O)NCC2CCN(C(=O)NC(C)(C)C)CC2)c1	5	-0.1	-0.7	-18
N#CC1=C(N)N(c2ccccc2)C(c2ccccc2)C1(C#N)C#N (centres undefined)	-43	-0.2	1.1	-14
CCOc1ccccc1CN1CCN(Cc2cc3ccccc3[nH]2)CC1CCO (centres undefined)	-6	0.1	-0.1	-2
NC(=O)C1CCN(Cc2ccc(Br)cc2)CC1	7	0.6	-1.1	2
CCOC(=O)c1cnn(-c2ccccn2)c1N	-46	0.0	-3.1	7
CC(=O)Nc1ccc(Nc2cc(N3CCN(c4ccccn4)CC3)ncn2)cc1	-2	0.1	1.1	18
O=C(O)c1cc(S(=O)(=O)N2CCOCC2)c(Cl)cc1Cl	6	0.0	1.7	1
Oc1ccc(Br)cc1/C=N/c1nc2ccccc2s1	-3	0.0	1.5	-5
Cc1nc(SCc2ccccc2)[nH]c(=O)c1C	-16	0.1	3.2	14

A draw from above in order of length of the SMILES, rising:
SMILES	TEAD-YAP inh	FBW7 act	GPR151 ag	MITF primary
O=C1S/C(=C\c2ccc(I)o2)C(=O)N1c1ccccc1	3	-0.1	1.4	5
N#CC1=C(N)N(c2ccccc2)C(c2ccccc2)C1(C#N)C#N (centres undefined)	-43	-0.2	1.1	-14
C=CCOc1ccc(C=C2C(=O)OC(C)(C(C)(C)C)OC2=O)cc1 (centres undefined)	3	0.0	-0.5	3
COc1ccc(OC)c(Nc2nc(-c3c(C)nc4cc(C)ccn34)cs2)c1	-6	-0.1	-0.1	6
O=C(NN1C(=O)c2ccccc2NC1c1ccc(Cl)cc1Cl)c1ccc(Br)cc1 (centres undefined)	5	-0.1	-0.2	4
